ALOX12 inh = Primary qHTS assay for inhibitors of human arachidonate 12S-lipoxygenase (ALOX12): Round 2 | Potency, µM (titrated, usually from 108 µM), for the others: top-dose activity change, negative = inhibition, usual class: inhibitors | Polyunsaturated fatty acid lipoxygenase ALOX12 (Homo sapiens), P18054 | 580,000 compounds, 1.1% hits | purified 12hLO, xylenol orange hydroperoxide absorbance; further: potency means the concentration at half of the fitted maximal effect; on the % scale 0 is the no-effect control and ±100 the full control effect
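Purified human 12hLO (150 nM final) in 25 mM Hepes, 0.01% Triton X-100, pH 7.0 was preincubated 15 min at room temperature with compound. Then 40 uM arachidonic acid was added, 30 min. Hydroperoxide was read by Fe-XO absorbance ratio 573/405 nm.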
RGS4 inh = Inhibitors of Regulator of G Protein Signaling (RGS) 4: qHTS. Regulator of G-protein signaling 4 (Homo sapiens), P49798. Transcreener GDP fluorescence polarization, RGS4-accelerated GTP hydrolysis. Potency, µM (highest dose often 114 µM), for the others: at the highest dose activity change, negative = inhibition, actives largely listed as inhibitors. 390,000 compounds, 0.039% hits; further: potency means the concentration at half of the fitted maximal effect; on the % scale 0 is the no-effect control and ±100 the full control effect; nearly all actives have a fitted effect of over 75% in size; some results filed as inactive show a strong effect at the top dose
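MLSMR compounds (23 nl, pin-transferred) preincubated 10 min at room temperature with a 500nM (2x) first reagent, then RGS4 at 900nM (2x) plus Transcreener GDP mix added; fluorescence polarization (620/688 nm) read before and after 90 min at 30 °C.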
ERG-DNA inh = qHTS for Small Molecule Inhibitors of the ERG Ets/DNA interaction; Transcriptional regulator ERG (Homo sapiens), P11308; fluorescence polarization, His-ERG Ets domain / labelled DNA; Potency, µM (series often up to 76.9 µM), inactives show at the top dose FP activity, negative = inhibition, hits mostly inhibitors; 370,000 compounds, 0.028% hits; AID 624246, 2012; active means well fitted inhibition curve with a large enough effect in the polarisation, with a control signal flat; inconclusive means small, poorly fitted or top-dose-only effect, or effect the other way, or a change in a side signal; inactive means no such curve, though single readings can be large or run the other way; the % refers to the polarisation;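 further: polarization taken with two DNA probes labelled with fluorescein and Texas red; potency means the concentration at half of the fitted maximal effect; % of control where 0% means no effect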
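His-tagged ERG Ets domain (1 uM in the protein solution; 300mM KCl, 50mM Tris-HCl, 1mM EDTA, 1mM DTT, pH 7.5) received compound, then a probe mix of 5 nM fluorescein-DNA and 100nM Texas-615-DNA. Fluorescence polarization was read for both dyes.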
BAZ2B block = qHTS Assay for Inhibitors of BAZ2B. Bromodomain adjacent to zinc finger domain protein 2B (Homo sapiens), Q9UIF8. AlphaScreen BAZ2B-H3K14Ac peptide displacement. Potency, µM (titrated, usually from 114 µM), without a hit: at the top dose activity change, negative = inhibition, hits mostly inhibitors. 360,000 compounds, 4.4% hits; further: potency means the concentration at half of the fitted maximal effect; on the % scale 0 is the no-effect control and ±100 the full control effect; nearly all actives have a fitted effect of over 60% in size
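AlphaScreen displacement: compounds (up to 110uM) incubated 30 min at room temperature with a preformed 50 nM BAZ2B/50 nM biotinylated H3K14Ac peptide complex in PBS pH 7.4 with Tween-20. Donor and acceptor beads at 10 ug/mL final added, 20 min light-protected before reading.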
JMJD2A Tudor inh = qHTS Assay for Inhibitors of JMJD2A-Tudor Domain. AlphaScreen JMJD2A-Tudor / H3K4me3 peptide binding. AID 504339, 2011. Potency, µM (series often up to 114 µM), for the others: at the highest dose activity change, negative = inhibition, hits mostly inhibitors. 390,000 compounds, 4.4% hits; further: potency means the concentration at half of the fitted maximal effect; on the % scale 0 is the no-effect control and ±100 the full control effect; nearly all actives have a fitted effect of over 50% in size
PI4K2A block = qHTS for small molecular inhibitors of PI4K2A | Phosphatidylinositol 4-kinase type 2-alpha (Homo sapiens), Q9BTU6 | purified PI4K2A, ADP-Glo luminescence, 1 h; active compounds read low | activity change, negative = inhibition, % at 76.9 µM | 420,000 compounds, 0.13% hits | AID 1346378, 2018; in the data active means activity change below about -50%; inconclusive means mostly about -30% to -49%;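 further: -100% = wells without enzyme as full effect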
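Compounds are screened against recombinant PI4K2A using PI as substrate and ATP, the latter dispensed at 300 microM. Reactions run one hour at ambient temperature before ADP-Glo detection; full inhibition defined by wells lacking enzyme.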
GLS inh = qHTS for Inhibitors of Glutaminase (GLS); 410,000 compounds, 0.21% hits; GLS enzymatic activity, qHTS titration; Potency, µM (highest dose often 45.5 µM), for inactives: top-dose activity change, negative = inhibition, most hits filed as inhibitors; further: potency means the concentration at half of the fitted maximal effect; on the % scale 0 is the no-effect control and ±100 the full control effect
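Coupled fluorescence readout: glutamate oxidase/HRP/Amplex Red detect glutamate formed by hKGA from L-glutamine (1 mM solution added). Buffer 45 mM KH2PO4 pH 8.2, 0.02% Tween-20; reads at t0 and 30 min RT.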
G9a block = qHTS Assay for Inhibitors of Histone Lysine Methyltransferase G9a. Histone-lysine N-methyltransferase EHMT2 (Homo sapiens), Q96KQ7. G9a H3K9 monomethylation, AlphaScreen, 2 h. Potency, µM (titrated, usually from 102 µM), without a hit: at the top dose activity, negative = inhibition, usual class: inhibitors. 350,000 compounds, 8.8% hits. AID 504332, 2011; further: potency means the concentration at half of the fitted maximal effect; on the % scale 0 is the no-effect control and ±100 the full control effect; nearly all actives have a fitted effect of over 75% in size
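AlphaScreen read-out: biotin-H3K9 peptide (500 nM) methylation by 20 nM enzyme with 20 uM SAM, 2 h at room temperature after 15 min compound preincubation; anti-monomethyl H3K9 antibody plus donor/acceptor beads, 10 min dark.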
HP1b binding inh = HTS for Inhibitors of HP1-beta Chromodomain Interactions with Methylated Histone Tails | Chromobox protein homolog 1 (Homo sapiens), P83916 | AlphaScreen HP1-beta / biotin-H3K9me3 peptide binding | Potency, µM (series often up to 114 µM), for inactives: at the top dose activity change, negative = inhibition, actives largely listed as inhibitors | 390,000 compounds, 0.56% hits; further: potency means the concentration at half of the fitted maximal effect; nearly all actives have a fitted effect of over 70% in size; inactives centre near 23
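HP1-beta protein (50 nM final) preincubated 30 min at room temperature with biotinylated H3(1-18)K9me3 peptide (50 nM) in PBS pH 7.4, 0.01% Tween-20, then compound added for 30 min. AlphaScreen streptavidin donor/nickel chelate acceptor beads (10 ug/mL final), 30 min dark, luminescence read.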
The depositor's hits bear a star; ? = inconclusive; . = not tested or not shown; [ ] = another dose, or the depositor's remark. Unless noted, the call rests on the fitted dose curve; in most records, active means well fitted curve in the direction sought with a large enough effect; inconclusive means small, poorly fitted or top-dose-only effect, or another doubt; inactive means no such curve, though single readings can be large; an effect the other way counts as inactive or inconclusive. These rows are one share of the data; rates above refer to the full screens.

Values in the order – ALOX12 inh, RGS4 inh, ERG-DNA inh, BAZ2B block, JMJD2A Tudor inh, PI4K2A block, GLS inh, G9a block, HP1b binding inh
CC(=O)c1ccc(NC(=S)NCCc2ccccn2)cc1
    -25%, 0%, -5%, -23%, 3%, -6, 1%, ?, 35%
O=C(Cn1cnc2c(nnn2Cc2ccc(F)cc2)c1=O)Nc1ccc2c(c1)OCCO2
    -5%, -12%, -5%, -15%, -4%, -2, 1%, 16%[59 µM], 8%
COc1cc(OC)c(NC(=O)Cn2cccc2)cc1Cl
    0%, 12%, -7%, ?, -31%, -19, 6%, ?, -13%
Cc1ccccc1OCC(O)Cn1c(NCc2ccco2)nc2c1c(=O)[nH]c(=O)n2C (stereo unspecified)
    2%, 10%, ., ?, ?, -4, 5%, -36%[2.33 µM], 30%
CCOc1ccccc1C(=O)NC(C)c1ccc(-n2ccnc2)cc1 (stereo unspecified)
    0%, 6%, -3%, -17%, -15%, 1, 5%, 28%, 18%
Cc1ccc(OCCC(=O)N2CCN(c3ccc(O)cc3)CC2)cc1
    ?, -13%, 5%, -35%, 14µM*, 1, 0%, 11µM*, -26%
CCC(=O)Nc1ccccc1-c1nc2ccccc2n(CC(=O)c2ccc(C)c(C)c2)c1=O
    -21%, 6%, 7%, 1%, -17%, -3, -7%, -3%[59 µM], 8%
CCOc1ccc2oc(=O)cc(CN3CCN(C(=O)c4cccc(F)c4)CC3)c2c1
    -18%, 5%, -1%, -2%, -17%, 3, 5%, -9%[59 µM], 18%
COC(=O)Nc1nc2ccc(C(=O)c3ccccc3)cc2[nH]1
    ?, ., ., ., ., 0, -9%[20 µM], 27%[21.5 µM], .
Cc1ccccc1C(=O)NC(=S)Nc1ccccc1C(=O)O
    45µM*, -2%, -14%, -19%, -10%, 0, 23%, 20µM*, -20%
Cc1ccc(-c2nnc(SCc3nc4ccccc4[nH]3)n2Cc2ccco2)cc1
    -10%, -6%, 0%, ?, 79µM*, -6, -4%, ., 6%
O=C(Cc1ccccc1)NCC(=O)Nc1cccc(Cl)c1
    15%, 6%, 7%, -11%, 6%, 4, 0%, -5%, 9%
CCOC(=O)c1sc(Nc2nc3cc4c(cc3s2)OCO4)cc1C
    -12%, 1%, 0%, -9%, -5%, -8, 7%, ?, 11%
CSc1nc(=S)n(Cc2ccccc2)c(C)c1C(C)=O
    ?, -10%, -10%, -3%, ?, -3, 6%, 11%[59 µM], 11%
Cc1cc(C)nc(N(C#N)CC(=O)N(c2ccccc2)C(C)C)n1
    0%, 7%, -7%, -6%, -7%, 9, 14%, -6%[59 µM], 22%
COc1cc2c(cc1OC)C(COc1ccccc1OC)N(C(=O)COc1ccc(Cl)cc1)CC2 (stereo unspecified)
    6%, 0%, 1%, -23%, -32%, -2, 2%, -35%[59 µM], 17%
Cc1ccc(S(=O)(=O)N2CC(O)CC2C(=O)OCc2nc3sc(C)c(C)c3c(=O)[nH]2)cc1 (stereo unspecified)
    ?, -19%, 8%, -2%, 0%, -1, 4%, 4µM*, 27%
CCCn1nnnc1NCc1ccc(Cl)cc1Cl
    -12%, 13%, -1%, 1%, -13%, 0, -1%, 5%, 35%
CC1CC(C)CN(S(=O)(=O)c2ccc3c(c2)C(C)(C)C(=O)N3C)C1 (stereo unspecified)
    ?, -2%, -4%, -11%, -14%, 9, -1%, -10%, 23%
COc1cccc(-c2ccc(C#N)c(OC(=O)c3ccc(Cl)cc3)n2)c1
    0%, 3%, -4%, -7%, -33%, -4, 17%, 1%[59 µM], 18%
O=C(COC(=O)C1C2CC3OC(=O)C1C3C2)Nc1ccc(Br)cc1 (stereo unspecified)
    -7%, -9%, -10%, -32%, -5%, -1, -2%, 26%, 21%
C[C@@H](CSc1ccccc1)CN1CC[C@H](O)CCC1=O
    7%, 42%, -12%, 2%, -6%, -8, 14%, ., 46%[activator]
COc1ccccc1Cn1c(=S)[nH]c2ccc(F)cc2c1=O
    -14%, -6%, 1%, 1%, -6%, 0, ?, -1%, 43%[activator]
C/C(=N\Nc1nc2ccccc2nc1C)c1ccccc1O
    -4%, -1%, -1%, -13%, -21%, 8, 0%, 22µM*, -8%
Cc1cc(-c2cccs2)nc(-n2cccc2)n1
    -1%, 7%, -4%, 39%[activator], 19%, 0, -7%, 151%[activator][59 µM], 100%[activator]
Cc1cccc(N(C)c2nc3ccc(C)cc3n3nnnc23)c1
    -4%, 0%, -1%, 85%[activator], 13%, -4, 0%, 81%[activator][59 µM], 82%[activator]
O=C(CSc1nnnn1C1CC1)N1CCN(c2ccccc2F)CC1
    ?, 8%, 6%, 10%, -7%, 0, 11%, ?, ?
CCOc1ccc(NC(=O)COn2nnc3ccc(S(=O)(=O)N4CCOCC4)cc32)cc1
    -2%, -16%, -4%, 5%, -21%, 7, 2%, -1%, 30%
COc1ccc(NS(=O)(=O)c2ccc(C)c(C(=O)NC3CCN(Cc4ccccc4)CC3)c2)cc1
    ?, 16%, 1%, -20%, -22%, 4, 17%, -18%, -1%
O=C(/C=C/c1cccc(F)c1)Nc1nccs1
    -14%, -1%, -7%, -16%, -3%, -1, -6%, 4%, 43%[activator]
COc1ccc(OC(=O)COc2ccc(Cl)cc2)cc1
    0%, 3%, 9%, 0%, 3%, 2, 1%, 35%[activator], 94%[activator]
O=C(N/N=C/c1ccc(Br)o1)/C(=C/c1ccc([N+](=O)[O-])cc1)NC(=O)c1ccccc1
    6%, 5%, ., -28%, -33%, 3, -1%, -7%[59 µM], 6%
O=C(Nc1cccc(NC(=O)c2ccc(-c3cccc(Br)c3)o2)c1)c1ccco1
    11%, -15%, ., ?, -32%, -2, 3%, ?, -7%
CN1CCCN(S(=O)(=O)c2cccc(C(F)(F)F)c2)c2nc3ccccc3nc21
    -24%, -10%, -27%, 62%[activator], 71%[activator], 4, -4%, -12%[2.33 µM], 175%[activator]
CCOc1ccccc1CNC(=O)c1ccc(CS(=O)Cc2cccc(Cl)c2)o1 (stereo unspecified)
    -7%, -3%, 2%, -22%, -15%, 2, -19%, -17%[59 µM], 22%
Cc1cccc(C)c1Nc1c(-c2ccsc2)nc2cccc(C)n12
    4%, -31%, 1%, -21%, -35%, -2, 13%, ?, -10%
Cc1c(C(c2ccc([N+](=O)[O-])cc2)c2c(C)n(C)n(-c3ccccc3)c2=O)c(=O)n(-c2ccccc2)n1C
    -14%, -20%, 3%, 17%[57.1 µM], -10%, 2, 5%, ?, 14%
COC(=O)c1c(NC(C)=O)sc2c1CCCCC2
    -2%, -23%, -1%, ?, -12%, -2, -4%, 8.9µM*, -13%
Cc1cc(C)cc(NC(=O)Nc2c(Br)cnn2C)c1
    ., -18%, 4%, -3%, -6%, 2, -3%, 25%, 58%[activator]
N#Cc1c(-n2ncnc2-c2ccc(Br)cc2)sc2c1CCCCC2
    -22%, -2%, 1%, -35%, ?, 4, -4%, ?, ?

4 compounds out of the list above, sorted by the value under HP1b binding inh, falling.
| structure | HP1b binding inh |
| --- | --- |
| CCOc1ccccc1CNC(=O)c1ccc(CS(=O)Cc2cccc(Cl)c2)o1 (stereo unspecified) | 22% |
| O=C(N/N=C/c1ccc(Br)o1)/C(=C/c1ccc([N+](=O)[O-])cc1)NC(=O)c1ccccc1 | 6% |
| COc1ccc(NS(=O)(=O)c2ccc(C)c(C(=O)NC3CCN(Cc4ccccc4)CC3)c2)cc1 | -1% |
| C/C(=N\Nc1nc2ccccc2nc1C)c1ccccc1O | -8% |

An excerpt from above in order of number of heavy atoms, lowest first.
Values in the order – ALOX12 inh, RGS4 inh, ERG-DNA inh, BAZ2B block, JMJD2A Tudor inh, PI4K2A block, GLS inh, G9a block, HP1b binding inh
COc1ccc(OC(=O)COc2ccc(Cl)cc2)cc1
    0%, 3%, 9%, 0%, 3%, 2, 1%, 35%[activator], 94%[activator]
O=C(COC(=O)C1C2CC3OC(=O)C1C3C2)Nc1ccc(Br)cc1 (stereo unspecified)
    -7%, -9%, -10%, -32%, -5%, -1, -2%, 26%, 21%
O=C(Nc1cccc(NC(=O)c2ccc(-c3cccc(Br)c3)o2)c1)c1ccco1
    11%, -15%, ., ?, -32%, -2, 3%, ?, -7%
COc1ccc(NS(=O)(=O)c2ccc(C)c(C(=O)NC3CCN(Cc4ccccc4)CC3)c2)cc1
    ?, 16%, 1%, -20%, -22%, 4, 17%, -18%, -1%
